MCF10A rerep: A quantitative high throughput screen for small molecules that induce DNA re-replication in MCF 10a normal breast cells; MCF 10A DNA re-replication, Hoechst nuclear intensity, 48 h; Potency, µM (highest dose often 46.1 µM), for inactives: top-dose activity, positive = re-replication, usual class: activators; 2.9% of 350,000 active; note: potency is the fitted concentration of half-maximal effect; % of control where 0% means no effect; nearly all actives have a fitted effect of over 50% in size
HT1080NT lethal: qHTS for induction of synthetic lethality in tumor cells producing 2HG: qHTS for the HT-1080-NT fibrosarcoma cell line. AID 686970, 2013. HT-1080-NT fibrosarcoma viability, CellTiter-Glo ATP luminescence, 48 h. 1.6% of 360,000 active. Potency, µM (top dose mostly 46.1 µM), for the others: at the highest dose activity, negative = less viability, actives largely listed as cytotoxic;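 note: NT is the 2HG producing partner of a matched IDH1 knockdown line; potency is the fitted concentration of half-maximal effect; 0% = DMSO-treated cells and -100% = media-only wells without cells; nearly all actives have a fitted effect of over 55% in size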
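Read-out is CellTiter-Glo luminescence after 10 minutes at room temperature, following 48 hours' compound treatment of HT-1080-NT cells (750 cells/well, RPMI, 5% FBS, 37 degrees C).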
KB-3-1 cytotox: qHTS assay for MDR1-selective chemotherapeutics: Primary screen using the parental adenocarcinoma cell KB-3-1 | KB-3-1 viability, CellTiter-Glo ATP luminescence, 72 h | Potency, µM (titrated, usually from 46.1 µM), for inactives: at the highest dose activity change, negative = cytotoxic, most hits filed as cytotoxic | 1.4% of 400,000 active | AID 1347075, 2019; note: potency is the fitted concentration of half-maximal effect; % is set by controls: 0 for no effect and ±100 for the full control effect; nearly all actives have a fitted effect of over 60% in size
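Parental KB-3-1 viability, qHTS format: 72 h compound exposure, 37 °C; CellTiter-Glo; media-only wells and DMSO plates as controls; concentration-effect fits on corrected data.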
KB-V1 cytotox: qHTS assay for MDR1-selective chemotherapeutics: Primary screen using the drug-selected MDR subline cells KB-V1; 3.4% of 400,000 active; KB-V1 MDR cells viability, CellTiter-Glo, 72 h; Potency, µM (doses to about 46.1 µM), for inactives: top-dose activity change, negative = cytotoxicity, hits mostly cytotoxic; note: potency is the fitted concentration of half-maximal effect; % is set by controls: 0 for no effect and ±100 for the full control effect; nearly all actives have a fitted effect of over 60% in size
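Cytotoxicity via CellTiter-Glo luminescence after 72 h compound exposure at 37 degrees C. Cells: drug-selected KB-V1 line, DMEM phenol-red free plus 10% FBS. Compounds tested at multiple concentrations; normalized data fitted to concentration-effect curves.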
SW480 rereplic: A quantitative high throughput screen for small molecules that induce DNA re-replication in SW480 colon adenocarcinoma cells | AID 624297, 2012 | 1.8% of 340,000 active | SW480 DNA re-replication, Hoechst DNA content imaging, 48 h | Potency, µM (highest dose often 46.1 µM), for the others: at the top dose re-replication activation, actives largely listed as activators; note: potency is the fitted concentration of half-maximal effect; % of control where 0% means no effect; nearly all actives have a fitted effect of over 55% in size
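First, 250 cells per well were seeded. Next, compound or vehicle (23 nL) was pinned in, plates sat 48 hr at 37 C. Finally Hoechst was added for 40 min before fluorescence scanning.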
S2 tox: Viability Counterscreen for Primary qHTS for Inhibitors of ATXN expression | 0.49% of 400,000 active | S2 cells (HEK-293 line with an ATXN2-luciferase reporter) viability, CellTiter-Fluor protease fluorescence, 24 h | Potency, µM (highest dose often 56.7 µM), usual class: cytotoxic; note: potency is the fitted concentration of half-maximal effect; nearly all actives have a fitted effect of over 40% in size
ATXN2 expr inh: Primary qHTS for Inhibitors of ATXN expression. 0.72% of 360,000 active. HEK-293 ATXN2-luciferase reporter, luminescence, 24 h. Potency, µM (highest dose often 57 µM), inactives show top-dose activity change, negative = inhibition, hits mostly inhibitors; note: potency is the fitted concentration of half-maximal effect; % is set by controls: 0 for no effect and ±100 for the full control effect; nearly all actives have a fitted effect of over 55% in size
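ATXN2-luciferase reporter cells (luciferase flanked by upstream and downstream ATXN2 gene portions) were treated 24 h at 37 °C with compounds at up to 57 uM. SteadyGlo luminescence gave expression; GF-AFC fluorescence gave viability.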
HT1080 IDH1KD tx: qHTS for induction of synthetic lethality in tumor cells producing 2HG: qHTS for the HT-1080-IDH1KD cell line. HT-1080 IDH1 knockdown viability, ATP luminescence, 48 h. Potency, µM (series often up to 46.1 µM), for the others: top-dose activity, negative = toxicity, hits mostly cytotoxic. 2% of 360,000 active. AID 686971, 2013;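 note: potency is the fitted concentration of half-maximal effect; 0% = DMSO wells and -100% = cell-free medium wells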
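Using the IDH1-knockdown HT-1080 line run in the same batch and compound series as the NT line, viability after 48 h at 37 °C was determined by CellTiter-Glo luminescence and expressed as % activity.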
IL1B secr inh: qHTS for Inhibitors of Inflammasome Signaling: IL-1-beta AlphaLISA Primary Screen. THP-1 LPS/ATP IL-1B secretion, AlphaLISA, 16 h; stronger effect = lower value. activity change, % at 57.5 µM. 4.7% of 360,000 active. AID 743279, 2014; in the data active = activity change below about -50%; inconclusive = mostly about -30% to -49%; note: % is set by controls: 0 for no effect and ±100 for the full control effect
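Secreted IL-1B measured by AlphaLISA bead assay after 16 h compound exposure of THP-1 cells; compounds (final up to 57.5 uM) added 1 h before LPS (250 ng/mL) and ATP (1.25 mM) stimulation; lower signal means less secretion.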
* marks the source's active call; other numbers are inactive results; [ ] = remark or other dose. Unless noted, calls come from the whole dose curve; as a rule, active = well fitted curve in the direction sought with a large enough effect; inconclusive = small, poorly fitted or top-dose-only effect, or another doubt; inactive = no such curve, though single readings can be large; an effect the other way counts as inactive or inconclusive.

For Cc1ccc(C)c(NC(=O)C2CCCN2C(=O)OC(C)(C)C)c1 (centres undefined) the results were MCF10A rerep -0.2%, HT1080NT lethal -0.2%, KB-3-1 cytotox 10.0%, KB-V1 cytotox -25.2%, SW480 rereplic -7.1%, S2 tox inactive, ATXN2 expr inh 5.6%, HT1080 IDH1KD tx 1.6%[9.24 µM] and IL1B secr inh 11.0.
O=C(CNc1ccccc1F)Nc1cc(S(=O)(=O)N2CCCCC2)ccc1Cl was read as MCF10A rerep -3.7%, HT1080NT lethal -14.3%, KB-3-1 cytotox -4.7%, KB-V1 cytotox 16.7%, SW480 rereplic -27.9%, S2 tox inactive, ATXN2 expr inh -28.8%, HT1080 IDH1KD tx -0.9% and IL1B secr inh 10.2.
COc1cccc(C(=O)NNC(=O)c2ccc3ccccc3c2O)c1 was read as MCF10A rerep inconclusive, HT1080NT lethal -11.5%, KB-3-1 cytotox inconclusive, KB-V1 cytotox inconclusive, SW480 rereplic inconclusive, S2 tox inactive, HT1080 IDH1KD tx -17.2% and IL1B secr inh 51.1.
COc1ccccc1NC(=O)COC(=O)c1ccc2c(c1)OCCO2 was read as MCF10A rerep 4.8%, HT1080NT lethal 0.5%, KB-3-1 cytotox 2.4%, KB-V1 cytotox 7.3%, SW480 rereplic 1.7%, S2 tox inactive, ATXN2 expr inh -27.1%, HT1080 IDH1KD tx -0.8% and IL1B secr inh 22.8.
Screening CC(C)c1nc2sc3c(c2c(=O)n1N)CC(C)(C)OC3 returned MCF10A rerep -2.0%, HT1080NT lethal -2.1%, KB-3-1 cytotox -3.8%, KB-V1 cytotox 0.0%, SW480 rereplic -5.7%, S2 tox inactive, ATXN2 expr inh 0.6%, HT1080 IDH1KD tx -12.5% and IL1B secr inh 7.8.
`O=[N+]([O-])c1c(C(Cl)Cl)nn(-c2ccc(Cl)cc2)c1N1CCCCC1` gave MCF10A rerep inconclusive, HT1080NT lethal -8.7%, KB-3-1 cytotox 0.0%, KB-V1 cytotox inconclusive, SW480 rereplic -1.4%, S2 tox inactive, ATXN2 expr inh -3.5%, HT1080 IDH1KD tx -6.7% and IL1B secr inh -0.3.
`c1cc(-c2nnc3n2CCC3)[nH]n1` gave MCF10A rerep inconclusive, HT1080NT lethal 7.6%, KB-3-1 cytotox -4.2%, KB-V1 cytotox 10.2%, SW480 rereplic -6.5%, S2 tox inactive, ATXN2 expr inh 0.6%, HT1080 IDH1KD tx 5.4% and IL1B secr inh 21.1.
CCc1ccc(S(=O)(=O)c2nnn3c2nc(N(CC)Cc2ccccc2)c2cc(Cl)ccc23)cc1 was read as KB-3-1 cytotox -8.0%, KB-V1 cytotox -11.2%, S2 tox inactive and ATXN2 expr inh 4.1%.
For CCC/C(=N\NC(=O)c1ccc(OC)c(OC)c1)c1ccccc1 the results were MCF10A rerep -3.7%, HT1080NT lethal 10.5%, KB-3-1 cytotox 17.9%, KB-V1 cytotox inconclusive, SW480 rereplic -6.2%, S2 tox inactive, HT1080 IDH1KD tx -2.0% and IL1B secr inh 11.1.
`COCC(=O)NCCc1nc2ccccc2[nH]1` gave MCF10A rerep -4.5%, HT1080NT lethal 9.3%, KB-3-1 cytotox 12.7%, KB-V1 cytotox 1.2%, SW480 rereplic -13.1%, S2 tox inactive, ATXN2 expr inh 13.3%, HT1080 IDH1KD tx -0.7% and IL1B secr inh 7.4.
Screening CCn1cc(C(=O)N2CCCC2)c(=O)c2cc(S(=O)(=O)N3CC(C)CC(C)C3)ccc21 (centres undefined) returned MCF10A rerep -2.2%, HT1080NT lethal -0.4%, KB-3-1 cytotox -8.7%, KB-V1 cytotox 22.2%, SW480 rereplic 5.1%, S2 tox inactive, ATXN2 expr inh 3.1%, HT1080 IDH1KD tx -6.6% and IL1B secr inh -5.5.
CC(C)c1ccccc1NC(=O)COC(=O)C1(C)CC1(Cl)Cl (centres undefined) was read as MCF10A rerep -2.4%, HT1080NT lethal 2.8%, KB-3-1 cytotox 8.6%, KB-V1 cytotox -4.1%, SW480 rereplic -11.2%, S2 tox inactive, ATXN2 expr inh -0.4%, HT1080 IDH1KD tx 4.9% and IL1B secr inh -9.4.
Screening CSc1ccccc1C(=O)C1CCCN(S(=O)(=O)N(C)C)C1 (centres undefined) returned MCF10A rerep 3.4%, HT1080NT lethal 11.5%, KB-3-1 cytotox 0.3%, KB-V1 cytotox -27.9%, SW480 rereplic -133.0%[inhibitor], S2 tox inactive, HT1080 IDH1KD tx 5.9% and IL1B secr inh 23.7.
N/C(=N\OC(=O)Cc1cccs1)c1ccccc1 was read as MCF10A rerep -2.5%, HT1080NT lethal 7.3%, KB-3-1 cytotox 27.7%, KB-V1 cytotox 4.2%, SW480 rereplic -1.9%, S2 tox inactive, ATXN2 expr inh 44.0%[activator], HT1080 IDH1KD tx 1.7% and IL1B secr inh 2.6.
NC(=S)NNC(=S)Nc1ccccc1 was read as MCF10A rerep 4.7%, HT1080NT lethal 8.0%, KB-3-1 cytotox -6.0%, KB-V1 cytotox 0.0%, SW480 rereplic inconclusive, S2 tox inactive, ATXN2 expr inh -14.2%[11.3 µM], HT1080 IDH1KD tx -5.7% and IL1B secr inh -17.6.
O=C(c1ccc(Cl)cc1)c1c[nH]c(C(=O)NNc2ccccc2)c1 was read as MCF10A rerep -9.1%, HT1080NT lethal inconclusive, KB-3-1 cytotox 18.0%, KB-V1 cytotox -12.0%, SW480 rereplic inconclusive, S2 tox inactive, ATXN2 expr inh -16.7%, HT1080 IDH1KD tx 5.17µM* and IL1B secr inh -6.1.
COc1ccc(S(=O)(=O)c2cn(Cc3ccccc3)c3ccc(OC)cc3c2=O)cc1 was read as KB-3-1 cytotox -12.3%, KB-V1 cytotox -16.8%, S2 tox inactive and ATXN2 expr inh -11.9%.
`NC(=O)c1ccc(Cl)c2ccccc12` gave MCF10A rerep 7.0%, HT1080NT lethal -5.3%, KB-3-1 cytotox -2.3%, KB-V1 cytotox -8.3%, SW480 rereplic 3.3%, S2 tox inactive, ATXN2 expr inh -1.9%, HT1080 IDH1KD tx -6.1% and IL1B secr inh 5.6.
Screening COc1ccccc1C(=O)N(c1ccc(C)cc1)S(=O)(=O)c1ccc(Cl)cc1 returned KB-3-1 cytotox -20.6%, KB-V1 cytotox inconclusive, S2 tox inactive and ATXN2 expr inh inconclusive.
Cc1cnc(C(=O)OC(C(=O)Nc2cc(C(F)(F)F)ccc2Cl)c2ccccc2)cn1 (centres undefined) was read as MCF10A rerep 11.5%, HT1080NT lethal 9.5%, KB-3-1 cytotox 0.4%, KB-V1 cytotox -21.8%, SW480 rereplic 0.6%, S2 tox inactive, ATXN2 expr inh 6.4%, HT1080 IDH1KD tx 8.1% and IL1B secr inh -11.7.
Screening Cc1cc(C)n(C(=O)c2ccc(C)c(S(=O)(=O)N3CCOCC3)c2)n1 returned MCF10A rerep 8.5%, HT1080NT lethal -2.0%, KB-3-1 cytotox 3.3%, KB-V1 cytotox 1.4%, SW480 rereplic 0.0%, S2 tox inactive, ATXN2 expr inh 0.7%, HT1080 IDH1KD tx -0.1% and IL1B secr inh 51.9.
`O=C1CCC(c2ccccc2)c2ccccc21` (centres undefined) gave MCF10A rerep -4.2%, HT1080NT lethal 0.5%, KB-3-1 cytotox -1.5%, KB-V1 cytotox -18.7%, SW480 rereplic -8.0%, S2 tox inactive, ATXN2 expr inh -23.2%, HT1080 IDH1KD tx 2.0% and IL1B secr inh 0.0.
For Cc1cccc(OCC(=O)Nc2ccc(N3CCN(S(C)(=O)=O)CC3)cc2)c1C the results were MCF10A rerep 2.4%, HT1080NT lethal -0.8%, KB-3-1 cytotox -3.8%, KB-V1 cytotox 3.0%, SW480 rereplic -4.3%, S2 tox inactive, ATXN2 expr inh -36.2%, HT1080 IDH1KD tx 0.0% and IL1B secr inh 36.3.
Screening COc1ccccc1CNC(=O)CCn1c(=O)[nH]c2ccsc2c1=O returned MCF10A rerep 3.4%, HT1080NT lethal 9.2%, KB-3-1 cytotox -3.1%, KB-V1 cytotox -5.3%, SW480 rereplic 0.7%, S2 tox inactive, ATXN2 expr inh 1.0%, HT1080 IDH1KD tx 2.9% and IL1B secr inh -15.6.
For NC(=O)C1CCN(C(=O)c2cc(-c3ccccc3Cl)nc3ccccc23)CC1 the results were MCF10A rerep 1.6%, HT1080NT lethal 0.1%, KB-3-1 cytotox 23.2%, KB-V1 cytotox 0.0%, SW480 rereplic -2.6%, S2 tox inconclusive, ATXN2 expr inh -2.3%, HT1080 IDH1KD tx 8.0% and IL1B secr inh -2.6.
For CCN1C(=O)c2cccc3c(S(=O)(=O)NCC4CCCO4)ccc1c23 (centres undefined) the results were MCF10A rerep 4.6%, HT1080NT lethal -11.4%, KB-3-1 cytotox inconclusive, KB-V1 cytotox -12.4%, SW480 rereplic -19.1%, ATXN2 expr inh 28.5%, HT1080 IDH1KD tx -10.5% and IL1B secr inh -6.4.
Screening NC(=O)COC(=O)c1cc(=O)[nH]c2ccccc12 returned MCF10A rerep 0.6%, HT1080NT lethal -5.3%, KB-3-1 cytotox 1.9%, KB-V1 cytotox 22.7%, SW480 rereplic -5.3%, S2 tox inactive, ATXN2 expr inh 0.0%, HT1080 IDH1KD tx -2.2% and IL1B secr inh -4.5.
